# NR2E3 ag-1: activates human photoreceptor nuclear receptor NR2E3. Q9Y5X4. GST-NR2E3/biotin-RetCOR TR-FRET, 1536-well. inhibition of corepressor binding, % at 4.78 µM. 320,000 tested, 0.12% active. AID 2300;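 active = percent inhibition above the cutoff of mean plus 3 SD of all tested compounds, set per screening campaign, cut at about 20% in these data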;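 note: 0% = DMSO wells and 100% = biotin wells as full block of FRET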
# Target sequence (Q9Y5X4 whole entry, looked up): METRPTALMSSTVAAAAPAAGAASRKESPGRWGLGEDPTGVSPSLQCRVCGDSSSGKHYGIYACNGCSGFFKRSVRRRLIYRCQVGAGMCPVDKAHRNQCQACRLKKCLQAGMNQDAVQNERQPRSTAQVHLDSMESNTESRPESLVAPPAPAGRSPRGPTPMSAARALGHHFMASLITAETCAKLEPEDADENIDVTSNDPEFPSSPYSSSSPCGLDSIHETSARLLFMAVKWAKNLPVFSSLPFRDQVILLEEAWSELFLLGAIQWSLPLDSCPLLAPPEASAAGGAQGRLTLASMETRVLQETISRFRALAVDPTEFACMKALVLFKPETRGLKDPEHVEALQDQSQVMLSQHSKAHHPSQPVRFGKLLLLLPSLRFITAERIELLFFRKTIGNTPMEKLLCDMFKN
#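 Material: NR2E3–RetCOR corepressor complex / Incubation: Compound–protein incubation for 5 h at 4 °C / Dosing: compound at 4.8 µM, single dose / Detection: time-resolved FRET / Benchmarks: high control biotin, low control 0.6% DMSO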
# NR2E3 ag-2: agonists of human NR2E3 nuclear receptor; AID 602229; CHO-S Gal4-NCOR/VP16-NR2E3 two-hybrid, luciferase; inhibition of corepressor binding, % at 3.98 µM; 360,000 tested, 0.35% active; Q9Y5X4;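 active = inhibition above the mean of all tested compounds plus 3 SD, cut at about 70% in these data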;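 note: 0% = DMSO with NR2E3 transfected cells and 100% = cells lacking NR2E3 construct; higher means lower luciferase signal from less NR2E3 corepressor binding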
# TROY NFkB inh: inhibitors of TROY-dependent NF-kB signaling; 360,000 tested, 0.98% active; Q293 LMP1-TROYcd NF-kB luciferase reporter, 4 h; AID 1347056; inhibition, % at 10 µM;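 active = compounds whose plate-normalised and pattern-corrected inhibition of the luciferase reporter signal at the single screening dose is 50% or more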
# HIF-2a block: blocks HIF-2a reporter activity. inhibition, % at 18.8 µM. AID 624352. 786-0 RCC cells HIF-2a reporter, luciferase luminescence, overnight. 360,000 tested, 0.72% active;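 active = inhibition of the luminescence signal of 40% or more relative to plate controls, in a single-dose primary screen at 18.75 µM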
# C8 TRAIL sens: caspase-8 TRAIL sensitization; NB7+C8 cells + TRAIL, ATPlite viability luminescence; inhibition (viability loss, TRAIL sensitization), % at 10 µM; 360,000 tested, 1% active;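 active = compounds causing at least 50% loss of cell viability in the single-dose screen, relative to plate controls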
# Shn3 inh set2: reduces Shn3 3'UTR luciferase signal in osteoblasts; Clone20 osteoblast Shn3 3'UTR firefly luciferase, 24 h; inhibition, % at 12.5 µM; 360,000 tested, 0.52% active; AID 588674;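 active = mean inhibition of at least 75% with every replicate also reaching 75%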;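 note: 0% = median of neutral control wells and 100% = pilot-screen positive control compound; some compounds past the cut are filed as inactive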
# CF NFkB block: cystic fibrosis NF-kB activation inhibition; KKLEB NF-kB-GFP reporter, PAF-induced, GFP fluorescence overnight; inhibition, % at 5 µM; 360,000 tested, 0.86% active;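 active = at least 50% inhibition at 5 µM, scaled per plate between neutral and stimulator controls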;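 note: PAF is a Pseudomonas aeruginosa culture filtrate used as stimulus; plate controls were PAF-stimulated DMSO wells for no effect and unstimulated DMSO wells for full effect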
# TWEAK-Fn14 inh: TWEAK-Fn14 signaling inhibition; AID 1159606; inhibition, % at 10 µM; 360,000 tested, 2% active; TWEAK-stimulated Fn14 reporter cells, luciferase luminescence, 8 h; in the data active = inhibition above about 50%
# TRPM1 prom inh: reduces MITF-dependent TRPM1 promoter luciferase signal; AID 488899; inhibition, % at 12.5 µM; 330,000 tested, 0.83% active; SK-MEL-5 TRPM1 promoter luciferase, 24 h;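 active = mean inhibition across replicates of 60% or more, whatever share of single replicates reaches that level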; note: values of inactives mirror those of a sister screen read the other way
# KKLEB cytotox: reduces viability of KKLEB cystic fibrosis airway cells; 360,000 tested, 0.36% active; KKLEB CF airway cells viability, ATPlite luminescence, overnight; active compounds read low; cells stimulated with P. aeruginosa culture filtrate; activity change (cytotoxicity), % at 5 µM;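 active = corrected activity change at or below -50% at 5 µM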
# Peg3 prom inh: inhibitors of Peg3 promoter; HeLa PEG-Prom luciferase reporter, luminescence, overnight; inhibition, % at 20 µM; 360,000 tested, 1.7% active; AID 588405;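 active = inhibition of at least 50% at 20 µM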
# Numbers without * were called inactive; . = no result given. The list is partial; the hit share may differ from the screen's.
# Sample of the layout, 2 compounds:
SMILES,NR2E3 ag-1,NR2E3 ag-2,TROY NFkB inh,HIF-2a block,C8 TRAIL sens,Shn3 inh set2,CF NFkB block,TWEAK-Fn14 inh,TRPM1 prom inh,KKLEB cytotox,Peg3 prom inh
CN1CCN(Cc2nc3ccccc3c(=O)n2Cc2nc(-c3ccc([N+](=O)[O-])cc3)cs2)CC1,0.6,7.5,7.8,6.9,2.2,-4.6,-47.7,-17.1,66.1*,-10.5,72.3*
N#C/C(=C\c1ccccc1C(F)(F)F)C(=O)Nc1ccccc1F,-3.6,-12.2,-43.4,14.4,-2.9,-9.8,-45.3,-26.6,-1.2,9.0,1.8

# This part in full (from the top)
SMILES,NR2E3 ag-1,NR2E3 ag-2,TROY NFkB inh,HIF-2a block,C8 TRAIL sens,Shn3 inh set2,CF NFkB block,TWEAK-Fn14 inh,TRPM1 prom inh,KKLEB cytotox,Peg3 prom inh
CN1CCN(Cc2nc3ccccc3c(=O)n2Cc2nc(-c3ccc([N+](=O)[O-])cc3)cs2)CC1,0.6,7.5,7.8,6.9,2.2,-4.6,-47.7,-17.1,66.1*,-10.5,72.3*
N#C/C(=C\c1ccccc1C(F)(F)F)C(=O)Nc1ccccc1F,-3.6,-12.2,-43.4,14.4,-2.9,-9.8,-45.3,-26.6,-1.2,9.0,1.8
CCn1c(SCC(=O)N2CCCC2=O)nnc1-c1cccs1,-1.5,-5.4,-0.1,6.9,-19.5,-11.2,4.5,4.5,-3.7,-14.4,0.5
COc1ccccc1C(=O)Nc1ccc2c3c(cccc13)CC2,1.2,-121.3,-67.1,-170.4,8.4,-53.5,-25.2,-49.7,-54.2,-17.8,-204.7
O=C(/C=C/c1cccc(F)c1)N1CCN(c2ncccn2)CC1,-2.7,-16.5,-27.6,-82.9,-7.1,-1.6,10.3,-6.2,-9.5,-12.8,-46.7
CCCOc1ccc(C(=O)NCCN2CCOCC2)cc1,-1.0,13.7,3.7,3.9,-13.5,-10.0,-8.8,-1.7,-4.8,10.3,10.6
CCOC(=O)COc1ccc([N+](=O)[O-])cc1,-0.1,-19.4,-1.4,3.0,-7.7,-21.3,-1.5,-0.2,2.6,1.9,2.8
COc1ccccc1Nc1nnc(Cc2ccccc2)c(=O)[nH]1,1.0,-18.7,-6.1,5.6,-5.2,17.5,-6.6,16.2,7.5,3.8,-2.8
O=C(CCc1ccccc1)NC(c1cccs1)c1cc(Cl)c2cccnc2c1O (stereo not given),.,-21.8,8.2,4.5,29.6,81.4,15.3,9.0,56.4,-7.6,41.9
CC(=O)Nc1ccc(S(=O)(=O)NCC(=O)OCC(=O)NC(=O)c2cccn2C)cc1,-5.6,-5.7,4.5,17.8,5.2,-3.6,7.4,-20.9,13.9,-2.7,15.2
COc1ccccc1NC(=O)C(C)N(C)CCOc1ccccc1 (stereo not given),3.8,-17.7,-7.5,4.1,-2.4,-12.0,4.5,-3.7,12.3,-12.7,-15.8
O=c1oc2cc(O[C@@H]3OC[C@@H](O)[C@H](O)[C@H]3O)ccc2c2ccccc12,-0.5,-1.1,-20.0,-15.6,-22.6,-2.7,4.0,18.8,5.2,0.3,-26.9
CS(=O)c1ccccc1COC(=O)Nc1cccc(Cl)c1 (stereo not given),6.5,-15.2,-10.5,-34.7,2.3,6.9,-17.8,-20.8,5.6,4.3,-7.5
O=C(CSC1=NCCS1)N1CCCCCC1,0.0,-11.9,-4.0,-49.8,-2.1,-10.8,-1.3,0.8,-0.7,3.7,-43.0
CC(=O)c1ccc(Oc2ccc(C(=O)c3ccc(C)c(C)c3)cc2[N+](=O)[O-])cc1,2.2,-35.4,8.4,-76.7,29.0,26.1,-1.9,-8.3,-14.0,5.1,-24.6
O=C(Nc1ccccc1)N1CCCC1c1cccs1 (stereo not given),-2.0,-14.2,-31.8,-8.9,-4.1,20.0,-3.3,-4.6,1.0,25.1,-62.3
Cc1cc(NCc2ccccc2)nc(-c2ccccc2O)n1,1.2,-8.7,-41.6,-148.4,15.5,-45.8,7.7,-34.5,-18.9,4.5,-47.9
Cc1ccc(CN2CCN(/N=C/C=C/c3ccccc3[N+](=O)[O-])CC2)cc1,1.0,-20.3,7.6,-15.1,8.1,12.5,5.3,20.9,16.8,3.9,16.6
COc1ccc(/C=N/Nc2nc(-c3cccc(S(=O)(=O)N4CCCC4)c3)cs2)cc1OC,-1.5,16.8,17.0,-38.1,4.6,-10.2,-17.0,12.9,-9.7,-3.8,-20.0
CCOC(=O)C1(CCOc2ccccc2)CCN(Cc2cc(OC)cc(OC)c2)CC1,0.4,2.5,8.6,1.6,12.9,39.5,10.6,-12.9,15.5,-3.0,0.9
COc1ccc(NC(=O)CSCC(=O)Nc2nnc(C3CC3)s2)cc1,-0.1,-3.5,-11.0,1.6,-17.6,1.2,4.5,-0.6,-1.2,5.4,-6.3
COC(=O)C(=Nc1ccccc1)/C(C(=O)C(=O)N(C)c1ccccc1)=C(\O)c1ccc(Cl)cc1,5.6,-28.4,-50.1,-31.9,-5.3,-15.2,0.7,-7.1,0.3,0.2,-16.9
Cc1ccc(N=Nc2c(O)n(CN3CCOCC3)c3ccccc23)cc1,-0.1,-114.7,-66.4,-226.6,-0.4,-156.2,1.3,-33.1,-37.7,5.2,-252.1
CN1CC2(Cc3c1ccc1ccccc31)C(=O)OC(C)(C)OC2=O,-8.6,-38.2,16.0,-17.4,-3.7,10.2,-8.3,9.5,28.1,5.0,23.1
CCCN(CC(=O)Nc1ccccc1C)C(=O)c1ccc2ccccc2n1,-0.8,-12.4,3.9,9.1,-11.1,9.0,14.6,-5.7,12.9,25.8,11.8
CC(C)(C)SCCNC(=O)CN1C(=O)c2cccc3cccc1c23,-5.1,-20.7,27.2,8.7,-6.5,16.5,5.7,-13.7,1.0,-12.9,5.6
CCOC(=O)C(NC(=O)OC(C)C)(Nc1nccs1)C(F)(F)F (stereo not given),5.6,10.4,4.9,14.8,4.9,-15.5,-2.2,11.6,3.1,2.8,0.5
COc1ccc(-c2ccc(CCC(=O)O)n2-c2ccccc2OC)cc1,-1.5,-24.7,-15.5,17.6,11.1,-17.7,16.0,-20.1,-0.5,-0.2,38.2
CCOC(=O)CSC1=Nc2ccccc2C2=NC(CC(=O)NCc3ccc(OC)cc3)C(=O)N12 (stereo not given),1.2,-4.6,-3.8,-9.4,-0.3,3.6,-14.0,14.7,15.9,10.6,-0.4
CCC(C(=O)NCc1cccnc1)n1nc(C)c2sc3ccccc3c2c1=O (stereo not given),-1.0,20.9,18.5,17.8,16.5,1.8,9.9,16.8,3.7,7.9,25.8
Cc1cccc(NC(=O)c2sc(-c3ccccc3)nc2-c2ccc([N+](=O)[O-])cc2)c1,2.3,5.6,-2.2,-2.9,2.2,17.1,-14.4,-16.5,-0.4,-15.9,15.8
Cc1cccc(C(=O)NCCc2ccc(S(N)(=O)=O)cc2)c1[N+](=O)[O-],-1.6,-0.7,-9.2,-2.3,0.7,-1.7,2.7,2.2,7.0,-0.3,10.3
O=C(C1CCCN(S(=O)(=O)c2cc(Cl)ccc2Cl)C1)N1CCCC1 (stereo not given),-0.6,-16.8,24.5,17.1,0.9,-61.9,-6.4,-3.4,-0.4,-4.5,10.9
CC(=O)N1CCN(Cc2nc3cc(NC(=O)Nc4ccccc4)ccc3n2C)CC1,2.3,-19.7,-4.3,-30.3,-20.8,13.5,-4.1,-1.1,-12.2,-3.6,-12.4
O=C(NCC1CCCCC1)NCC1CCCCC1,.,-1.0,-70.5,-195.1,-3.2,-47.1,-2.0,-35.7,-70.0,4.2,-185.9
O=C(CSc1ncn[nH]1)NCc1ccccc1,1.6,-16.2,1.9,-10.3,-3.5,14.4,7.7,-0.6,4.5,6.3,3.1
C=CCSc1nnc2c(n1)OC(c1cccnc1)N(C(C)=O)c1ccccc1-2 (stereo not given),3.2,6.7,-39.3,11.8,-17.1,-21.9,-3.8,2.7,5.3,8.8,10.0
CC12CC(O)C3c4ccc(O)cc4CCC3C1CC/C2=N\O (stereo not given),-2.9,21.7,3.5,10.2,-10.0,-3.4,-5.6,-15.8,7.4,2.6,2.0
O=C(C1=COCCO1)N(Cc1nnc(-c2ccccc2Cl)o1)C1CC1,0.1,-19.7,-8.6,-1.6,-11.1,-0.3,6.7,2.9,-6.7,-5.9,-8.0
Cc1ccc(S(=O)(=O)Nc2ccc(N=Nc3ccc(O)cc3)cc2)cc1,-0.3,5.4,30.4,-4.4,2.1,-15.5,6.8,-8.4,0.5,4.3,-3.3
O=C(O)c1ccccc1-c1csc(-c2ccccc2)n1,3.0,-50.1,-61.2,-122.1,-6.4,-36.5,15.8,-15.4,-14.1,-11.3,-78.6
COCCCNC(=O)c1ccc(Cn2c(=O)c3ccccc3n(Cc3ccccc3C)c2=O)cc1,3.4,0.9,11.8,12.6,8.6,11.5,7.0,5.4,4.0,-3.0,34.3
COCc1ccc(CN2CCC(n3nccc3NC(=O)CCOc3ccccc3)CC2)o1,3.0,6.5,-7.8,9.1,-15.0,7.3,9.2,-18.4,11.5,-7.8,16.5
O=C(CCCN1C(=O)c2ccccc2C1=O)Nc1ccccc1,2.6,-2.5,-7.6,7.9,-10.4,-3.2,-6.5,-14.7,-1.0,6.1,-0.2
COc1ccc(-c2oc3ncnc(N)c3c2-c2ccccc2)cc1,2.1,-12.8,40.4,5.2,17.6,-6.2,17.7,-11.3,17.1,-27.9,16.1
Cc1ccccc1NC(=O)CSc1nnc(Cc2ccccc2)o1,-4.9,-1.5,8.2,5.6,-13.9,11.7,4.1,10.6,7.5,3.7,-1.1
CN(C)/C=N/c1ncc(-c2ncc(C(F)(F)F)cc2Cl)cn1,2.1,-25.1,-14.5,-30.5,8.8,-7.4,4.3,12.6,4.5,0.4,-9.4
C/C(CCc1oc2ccc(Cl)cc2c1-c1ccc(C)o1)=N\O,-0.2,-16.1,-0.3,12.0,-8.6,22.7,-1.9,0.0,0.2,-9.3,3.1
O=C(Cn1ccc([N+](=O)[O-])n1)N1CCCc2ccccc21,3.0,-17.1,9.2,-146.9,5.8,-25.6,0.8,19.4,-5.7,-2.2,-68.9
CCOC(=O)Cn1c(C)cc(COC)c(C#N)c1=O,2.4,4.7,8.0,11.7,-4.1,16.1,-17.4,1.1,2.0,-2.6,-14.5
CCCC1CCC(=NNS(=O)(=O)c2ccc(C)c([N+](=O)[O-])c2)CC1 (stereo not given),0.6,-2.9,5.0,15.9,-4.8,2.3,16.2,0.0,1.2,-1.6,16.5
CCn1c(CNC(=O)c2ccc(OC)c(OC)c2)nnc1SCC(=O)c1ccc(OC)cc1,-1.4,-18.5,2.8,9.8,-1.9,6.9,-6.9,6.3,-1.5,1.7,2.4
COC(=O)c1cc(OC)c(OC)cc1NC(=O)CCNC(=O)c1ccco1,4.2,-8.9,1.8,22.7,-10.3,-14.8,1.4,-4.9,-2.6,10.0,4.4
Cc1sc(-n2c(C)ccc2C)c(C#N)c1C,0.6,6.8,19.6,-20.9,2.4,-6.2,1.0,19.1,-2.2,-27.8,-0.3
CN1C(=O)C(CC(=O)NCC2CCCCC2)SC1=Nc1ccccc1 (stereo not given),-0.7,32.1,-10.6,11.8,-7.8,4.0,7.1,-19.1,.,-14.7,-14.7
